Source: PubChem BioAssay (National Center for Advancing Translational Sciences (NCATS))
Menin-MLL TR inh: qHTS Assay for Inhibitors Targeting the Menin-MLL Interaction in MLL Related Leukemias: Competition With Texas Red Labeled MLL-derived Mutant Peptide | Potency, µM (series often up to 61.6 µM), for the others: at the top dose FP activity change, negative = inhibition, hits mostly inhibitors | 270,000 tested, 0.23% active | O00255 | Menin + Texas Red MLL mutant peptide, fluorescence polarization; active means well fitted inhibition curve with a large enough effect in the polarisation, with a control signal flat, not every such curve was filed as active; inconclusive means small, poorly fitted or top-dose-only effect, or effect the other way, or a change in a side signal; inactive means no such curve, though single readings can be large or run the other way; the % refers to the polarisation; further: potency means the concentration at half of the fitted maximal effect; % of control where 0% means no effect; many of its hits are not listed in these tables
Coupling enz: qHTS Assay for Inhibitors of Fructose-1,6-bisphosphate Aldolase from Giardia Lamblia: Coupling assay counterscreen | coupling enzyme system counterscreen, AmpLite Red fluorescence | activity change, negative = inhibition, % at 58.2 µM, hits read low | 290,000 tested, 0.67% active | AID 2472, 2010; in the data active means activity change below about -30%; further: on the % scale 0 is the no-effect control and ±100 the full control effect
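Final compound at 57.5 uM, incubated 10 min at RT with coupling enzyme reagent (glyceraldehyde-3-phosphate), then 20 min with substrate and AmpLite Red detection. Fluorescence read at 525/598 nm; tests interference with the coupling assay, not aldolase inhibition.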
PKM2 activator: qHTS Assay for Activators of Human Muscle isoform 2 Pyruvate Kinase; Pyruvate kinase PKM (Homo sapiens), P14618; purified PKM2, Kinase-Glo ATP luminescence, activation; response scale: 0% is enzyme alone, no compound; Potency, µM (doses to about 57.5 µM), for inactives: at the top dose activation, most hits filed as activators; 260,000 tested, 0.34% active; AID 1631, 2009; further: potency means the concentration at half of the fitted maximal effect; on the % scale 0 is the no-effect control and ±100 the full control effect; nearly all actives have a fitted effect of over 55% in size
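hPK-M2, >95% pure; 0.1 mM ADP / 0.5 mM PEP final; imidazole pH7.2 buffer w/ 7 mM MgCl2, 50 mM KCl; 1 h RT; Kinase-Glo lum. Intermediate enzyme activity for dual inhibitor/activator qHTS.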
Integrin act MD: qHTS for Activators of Integrin-Mediated Alleviation for Muscular Dystrophy | 350,000 tested, 0.064% active | Potency, µM (doses to about 38.3 µM), for inactives: at the top dose activation, hits mostly activators | AID 624291, 2012 | alpha7betagal myoblasts, beta-gal FDG fluorescence, 48 h;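 further: potency means the concentration at half of the fitted maximal effect; 100% = response of the positive control SU9516; nearly all actives have a fitted effect of over 60% in size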
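alpha7betagal+/- myoblasts (passage 13, 250/well) treated 48 h at 37C with compounds at 1:260 dilution of DMSO stock. Lysed, then beta-galactosidase activity read as FDG fluorescence (ex 480/em 540) after 30 min, with pre-read for autofluorescence.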
Tb PFK inh: qHTS Assay to Find Inhibitors of T. brucei phosphofructokinase; Potency, µM (titrated, usually from 57.5 µM), without a hit: at the top dose activity, negative = inhibition, most hits filed as inhibitors; AID 485367, 2010; 330,000 tested, 0.17% active; ATP-dependent 6-phosphofructokinase (Trypanosoma brucei brucei), O15648; T. brucei PFK, ADP-Glo luminescence;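 further: potency means the concentration at half of the fitted maximal effect; 0% = uninhibited 1x PFK enzyme wells and -100% = no-enzyme wells; nearly all actives have a fitted effect of over 60% in size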
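ADP-Glo luminescence quantified ADP after 45 min at room temperature, with 1.25 nM T. brucei PFK, 0.1 mM ATP and 0.5 mM fructose-6-phosphate in pH 8.0 TEA buffer. qHTS titrations up to 57 µM; curves classified by quality.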
GALK inhibitor: qHTS Assay for Inhibitors of Human Galactokinase (GALK) | 270,000 tested, 0.007% active | Purified GALK, Kinase-Glo residual ATP luminescence | Potency, µM (series often up to 57.5 µM), inactives show at the top dose activity change, negative = inhibition, most hits filed as inhibitors | P51570 | AID 1868, 2009; further: potency means the concentration at half of the fitted maximal effect; on the % scale 0 is the no-effect control and ±100 the full control effect
Target sequence (P51570 whole entry, looked up): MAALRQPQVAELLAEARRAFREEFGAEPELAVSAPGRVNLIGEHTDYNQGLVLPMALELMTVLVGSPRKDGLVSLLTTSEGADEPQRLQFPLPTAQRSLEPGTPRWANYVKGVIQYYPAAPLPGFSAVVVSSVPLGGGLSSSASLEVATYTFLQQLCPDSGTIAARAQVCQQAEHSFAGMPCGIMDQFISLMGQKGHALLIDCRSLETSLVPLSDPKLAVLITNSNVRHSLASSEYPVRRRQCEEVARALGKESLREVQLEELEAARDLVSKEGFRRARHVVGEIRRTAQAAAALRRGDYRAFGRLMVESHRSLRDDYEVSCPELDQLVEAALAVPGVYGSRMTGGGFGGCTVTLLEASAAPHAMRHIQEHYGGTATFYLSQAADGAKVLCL
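The enzyme phosphorylates galactose (100 uM) using ATP (35 uM); inhibition is detected as higher residual ATP, quantified by bioluminescence after 1 h reaction at room temperature, pH 8.0.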
Chronic BCR inh: qHTS Assay to Find Inhibitors of Chronic Active B-Cell Receptor Signaling | ABC-DLBCL IkBa-CBG/CBR reporter, luminescence ratio, 4 h | 340,000 tested, 0.05% active | Potency, µM (top dose mostly 46.1 µM), for the others: at the highest dose ratio change, negative = lower green/red ratio, hits mostly inhibitors; active means well fitted inhibition curve with a large enough effect in the signal ratio, with a control signal flat, not every such curve was filed as active; inconclusive means small, poorly fitted or top-dose-only effect, or effect the other way, or a change in a side signal; the % refers to the signal ratio;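 further: potency means the concentration at half of the fitted maximal effect; plate controls were basal doxycycline-induced cells for no effect and cells given 10 µM MG132 for full effect; MG132 reads +100%, hits lower the ratio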
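Compounds up to 46 uM were incubated four hours with TMD8 cells whose green CBG68 luciferase is fused to IkappaBalpha; red CBR luminescence normalised the signal, and concentration-effect curves were fitted to fusion, red and ratio data.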
ASM inhibitor: Inhibitors of Secretory Acid Sphingomyelinase (S-ASM): qHTS. AID 504937, 2011. Potency, µM (doses to about 57.5 µM), without a hit: top-dose activity change, negative = inhibition, actives largely listed as inhibitors. 340,000 tested, 0.006% active. Sphingomyelin phosphodiesterase (Homo sapiens), P17405. placental ASM, HMU-PC fluorogenic substrate, 60 min; further: potency means the concentration at half of the fitted maximal effect
Target sequence (P17405 47-631 limits assumed): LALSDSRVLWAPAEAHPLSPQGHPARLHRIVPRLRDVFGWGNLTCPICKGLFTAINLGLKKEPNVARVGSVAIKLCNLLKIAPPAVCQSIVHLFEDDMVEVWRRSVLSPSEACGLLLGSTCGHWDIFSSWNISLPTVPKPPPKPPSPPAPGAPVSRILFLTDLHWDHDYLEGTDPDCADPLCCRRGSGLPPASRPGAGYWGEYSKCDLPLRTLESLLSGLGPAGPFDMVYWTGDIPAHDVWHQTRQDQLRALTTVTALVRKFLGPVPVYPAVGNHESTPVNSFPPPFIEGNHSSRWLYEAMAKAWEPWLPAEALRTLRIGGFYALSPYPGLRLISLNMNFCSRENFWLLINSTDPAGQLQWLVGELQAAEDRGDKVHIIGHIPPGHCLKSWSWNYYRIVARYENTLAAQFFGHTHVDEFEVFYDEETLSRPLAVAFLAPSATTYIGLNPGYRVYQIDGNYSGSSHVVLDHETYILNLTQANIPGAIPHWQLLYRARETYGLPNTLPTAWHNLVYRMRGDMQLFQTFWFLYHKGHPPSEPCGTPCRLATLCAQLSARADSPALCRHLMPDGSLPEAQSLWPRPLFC
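Human placenta-derived ASM enzyme was preincubated with compound for 10 minutes at room temperature, then given fluorogenic substrate HMU-PC0 (9 uM final) for 60 minutes at 37 °C; a pH 10 stop preceded fluorescence reading at Ex 386/Em 447 nm.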
Giardia killer: Small Molecules that selectively kill Giardia lamblia: qHTS. Giardia lamblia trophozoite viability. activity change, % at 7.66 µM, hits read low. 340,000 tested, 0.15% active. AID 540267, 2011; in the data active means activity change below about -80%; inconclusive means between about -30% and that limit;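 further: parasites exposed to compound for two days anaerobically before the ATP read; on the % scale 0 is the no-effect control and ±100 the full control effect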
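Giardia lamblia trophozoites (100 cells/well) were incubated with compounds for 48 h at 37 deg C under anaerobic conditions. Viability was read as ATP content by one-step luminescence after 15-30 min at room temperature.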
PTAP TSG101 blk: qHTS Assay for Iinhibitors of HIV-1 Budding by Blocking the Interaction of PTAP/TSG101; Tumor susceptibility gene 101 protein (Homo sapiens), Q99816; Fluorescence polarization, FITC-PTAP peptide / Tsg101 binding; Potency, µM (doses to about 115 µM), for the others: at the highest dose activity change, negative = inhibition, actives largely listed as inhibitors; 340,000 tested, under 10 active; active means well fitted inhibition curve with a large enough effect in the main read-out, with a control signal flat, not every such curve was filed as active; inconclusive means small, poorly fitted or top-dose-only effect, or effect the other way, or a change in a side signal; inactive means no such curve, though single readings can be large or run the other way; further: potency means the concentration at half of the fitted maximal effect; % of control where 0% means no effect
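Tsg101 binding domain (10 uM final) was mixed with compound and a FITC-labeled PTAP peptide (50 nM final) in HEPES pH 7.5 buffer with NaCl, Tween 20, EDTA and TCEP; fluorescence polarization was read after 20 min at r.t.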
B2AR arrestin: qHTS assay of beta-arrestin-biased ligands of beta2-adrenergic receptor. beta-arrestin recruitment to beta2AR, cell-based reporter. 330,000 tested, 0.02% active. Potency, µM (doses to about 46.1 µM), inactives show at the top dose activation, most hits filed as activators. Beta-2 adrenergic receptor (Homo sapiens), P07550;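 further: potency means the concentration at half of the fitted maximal effect; 0% = DMSO controls and full agonism = EC100 isoproterenol or metaproterenol; nearly all actives have a fitted effect of over 65% in size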
Numbers without * were called inactive; ? = inconclusive; · = not tested or not shown; [ ] = another dose, or the depositor's remark. Unless noted, the call rests on the fitted dose curve; in most records, active means well fitted curve in the direction sought with a large enough effect; inconclusive means small, poorly fitted or top-dose-only effect, or another doubt; inactive means no such curve, though single readings can be large; an effect the other way counts as inactive or inconclusive.

SMILES	Menin-MLL TR inh	Coupling enz	PKM2 activator	Integrin act MD	Tb PFK inh	GALK inhibitor	Chronic BCR inh	ASM inhibitor	Giardia killer	PTAP TSG101 blk	B2AR arrestin
CC(=O)c1ccccc1C(=O)N1CCCC(N2CCN(Cc3ccc4c(c3)OCO4)CC2)C1 (stereo unspecified)	·	·	1.7%	-10.3%	-0.5%	3.9%	-2.5%	-0.8%	0.8	0.4%	0.4%
Cc1ccc(NC(=O)Nc2ccno2)cc1	·	0.1	3.1%	4.3%	-8.6%	1.7%	?	-1.8%	0.6	-0.3%	0.5%
O=C(NNc1cccc(Cl)n1)Nc1cccc(Cl)c1	-17.2%	-1.8	7.6%	-21.0%	-18.0%	-0.2%	?	1.3%	11.8	-1.9%	0.1%
COCCNc1nc(-c2ccc(OC)cc2)c(-c2ccc(OC)cc2)s1	-20.1%	-10.4	3.0%	0.0%	2.1%	9.7%	-0.6%	-27.7%	7.7	-2.4%	0.0%
Cc1cc(C(=O)N/N=C/c2ccc(-c3cccc(Br)c3)o2)n[nH]1	·	1.3	-0.3%	0.0%	0.7%	-5.4%	2.8%	316.8%[activator]	-1.5	1.0%	-0.4%
COc1ccc(Br)c(C(=O)NC2CCCC2)c1	-16.0%	3.6	-3.7%	39.5%	2.1%	-4.9%	?	21.7%	4.0	-1.7%	0.3%
CC(=O)Nc1ccc(NC(=O)/C=C/c2ccc3c(c2)OCO3)cc1	-21.2%	1.8	1.4%	-27.5%	-13.4%	-0.4%	-5.1%	3.4%	0.2	1.4%	-0.4%
Cc1cc(NC(=O)c2cc3ncc(Br)cn3n2)no1	?	2.7	-10.9%	-2.0%	-2.5%	-0.2%	7.4%	-1.7%	9.2	-2.8%	0.2%
COc1ccccc1NC1=NCC(=O)N1Cc1ccccc1	-14.1%	-1.7	-2.6%	10.3%	-0.4%	3.1%	?	2.9%	7.2	-1.6%	-0.9%
O=C(CNC(=O)c1ccccc1F)OC(C(=O)Nc1cc(C(F)(F)F)ccc1Cl)c1ccccc1 (stereo unspecified)	3.5%	1.8	0.4%	-12.6%	-0.4%	-0.3%	18.4%	0.0%	-16.0	-3.9%	-0.3%
COc1ccc(OC)c(-c2csc(NC(=O)CSCC(=O)Nc3cc(C)on3)n2)c1	·	·	·	0.0%	15.4%	·	?	-3.1%	1.3	0.6%	0.4%
CCOc1ccccc1CN1CCC(Oc2cccc(C(=O)NCCOC)c2)CC1	-9.3%	-0.4	2.4%	-34.8%	0.9%	-1.7%	-1.2%	1.3%	-1.0	-2.7%	0.4%
O=C1CC(c2ccccc2)CC(O)=C1C=Nc1ccccc1 (stereo unspecified)	-7.8%	1.2	17.8%	-25.9%	0.9%	6.6%	-15.8%	6.7%	21.1	-0.2%	0.0%
CCOC(=O)c1cc(-c2ccccc2)sc1NC(=O)CC(C)C	-6.9%	1.9	0.9%	0.0%	-0.4%	-2.1%	14.9%	-3.2%	5.3	-5.7%	0.1%
COc1cccc(-n2c(C)nn(C)c2=O)c1	5.7%	1.2	0.3%	18.5%	-3.6%	0.2%	7.3%	1.5%	8.5	-6.0%	-0.3%
Cc1ccc(CNC(=O)c2ccc(N3CCCC3=O)cc2)cc1	5.0%	0.8	-6.2%	-9.8%	-2.7%	-0.7%	-5.5%	2.5%	1.2	1.2%	-0.7%
COCC(=O)N[C@@H]1c2cc(OC)c(OC)cc2C[C@H]1OCc1ccccc1	·	·	·	-2.5%	3.0%	·	-2.9%	3.7%	16.3	1.1%	2.3%
O=C1CN(C(=O)COC(=O)COc2ccc3c(c2)CCC3)c2ccccc2N1	6.3%	0.6	-0.4%	?	0.0%	5.8%	2.6%	5.2%	24.8	-5.3%	-0.6%
Cc1ccc(C(=O)COC(=O)c2ccccc2N2C(=O)C3C4CCC(C4)C3C2=O)cc1C (stereo unspecified)	-3.3%	0.2	-2.3%	-17.6%	-7.1%	-1.1%	-5.3%	-2.9%	-16.6	-3.6%	-0.5%
Cc1cnc(C(=O)N2CCN(S(=O)(=O)c3ccc4ccccc4c3)CC2)cn1	-5.6%	-0.9	16.9%	-11.3%[7.66 µM]	-8.9%	2.4%	-16.7%	-0.6%	4.8	-0.8%	4.1%
Cc1nc(-c2ccccc2)sc1C1(C)CC(c2cccc([N+](=O)[O-])c2)=NO1 (stereo unspecified)	·	3.8	2.1%	-4.5%	4.9%	-1.2%	?	-3.0%	8.5	1.4%	0.0%
CCNC(=O)NC(=O)CSc1ccc(S(=O)(=O)N(C)C2CCCCC2)cn1	·	·	·	19.8%	-0.3%	·	2.7%	7.2%	-17.5	-3.7%	-0.2%
COc1ccccc1/C=C/C(=O)OCC(=O)N1CCN(S(=O)(=O)c2ccc(C)cc2C)CC1	·	·	·	-6.2%	-2.9%	·	-5.5%	-0.9%	4.3	-5.9%	-0.3%
CCCOc1ccc(C2CC(=O)NC2=O)cc1 (stereo unspecified)	2.3%	0.6	1.2%	-4.9%	2.9%	-2.9%	12.4%	1.3%	-8.2	-0.1%	0.3%
Nc1nc2n(c1C(=O)c1ccccc1)CCC2	-12.3%	1.4	-3.3%	27.6%	·	5.2%	·	-1.0%	-4.4	-0.1%	·

(next part)
SMILES	Menin-MLL TR inh	Coupling enz	PKM2 activator	Integrin act MD	Tb PFK inh	GALK inhibitor	Chronic BCR inh	ASM inhibitor	Giardia killer	PTAP TSG101 blk	B2AR arrestin
CC(C)c1cc(C(=O)N/N=C/C(Br)=C/c2ccccc2)n[nH]1	?	4.5	2.3%	-67.1%[inhibitor]	1.8%	-16.2%	?	-1.5%	15.8	-3.1%	-0.2%
O=C(COC(=O)c1ccccn1)NCc1ccccc1	-19.1%	0.8	-0.4%	-8.7%	-1.4%	0.0%	-3.0%	-1.2%	7.4	-6.2%	0.0%
CC(C)Cn1nc(C(=O)Nc2cccc(C(=O)NC3CC3)c2)c2ccccc2c1=O	·	·	·	-1.0%	0.2%	·	0.6%	-7.2%	?	-4.4%	-0.2%
O=C(c1ccc(Oc2cc(Cl)cc(Cl)c2)o1)N1CCCCC1	·	5.2	0.7%	-18.6%	-7.9%	-0.6%	4.0%	-2.5%	-10.1	-2.6%	-0.6%
O=C(CNC(=O)c1ccccc1Br)N/N=C/c1ccco1	-4.5%	0.3	·	11.3%	4.3%	0.8%	0.5%	5.4%	9.2	2.0%	-1.1%
O=C(COC(=O)c1cc2ccccc2oc1=O)Nc1cccc(Br)c1	·	·	·	8.2%	-4.5%	·	1.8%	3.8%	18.6	1.0%	-0.1%
c1ccc(CN2CCC(Nc3nc(-c4ccccc4)nc4ccccc34)CC2)cc1	·	0.6	2.8%	-45.5%[inhibitor]	-2.1%	-6.6%	?	-0.3%	27.8	-2.0%	0.1%
CCc1cccc2c(C(=O)COC(=O)c3nccnc3N)c[nH]c12	·	·	·	10.9%	-2.1%	·	-16.4%	89.3%[activator]	-3.7	2.3%	-0.2%
Cn1cc(C(=O)N/N=C/C(Br)=C\c2ccccc2)ccc1=O	·	1.5	-0.2%	-75.1%[inhibitor]	0.5%	-0.4%	?	3.5%	-3.8	-1.4%	-0.2%
O=C(O)c1ccccc1Cc1nc2cc(Cl)ccc2c(=O)[nH]1	-1.4%	11.0	-3.8%	-18.9%	1.1%	5.0%	7.2%	9.5%	-18.7	-4.4%	-0.2%
COc1cc(Br)cc(/C=N/c2ncn[nH]2)c1O	8.3%	-9.1	-4.5%	-34.9%	-1.1%	0.9%	?	-1.2%	26.3	-7.5%	0.3%
CC1(C)CC(=O)C/C(=N/NC(=O)CCCOc2ccc(Cl)cc2Cl)C1	-15.5%	1.5	-2.3%	22.3%	-7.6%	·	-0.7%	17.8%	13.5	1.1%	0.0%
Clc1ccc(OCc2nc(-c3ccc(Br)o3)no2)cc1	14.3%	0.2	-17.8%	15.3%	-1.9%	2.7%	?	-2.1%	-5.0	-3.7%	0.0%
Cc1c(CC(=O)Nc2ccc(Cl)cc2)sc2ccc(Cl)cc12	·	-2.6	-0.1%	-15.0%	2.8%	-1.1%	-9.8%	-7.6%	-1.0	0.5%	-1.0%

These rows are one share of the data; count on the stated rates, not on these rows.
